Bim-Bcl-2: human Bim-Bcl-2 interaction inhibition. P10415. Bead-based flow cytometry, Bim peptide-Bcl-2 binding. inhibition, % at 10 µM. actives 0.06% (n = 190,000); in the data active = inhibition above about 40%; inconclusive = no clear call, values can overlap the other calls;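 also: 0% = no compound wells with probe peptide and 100% = reference peptide inhibitor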
Target sequence (P10415 whole entry, looked up): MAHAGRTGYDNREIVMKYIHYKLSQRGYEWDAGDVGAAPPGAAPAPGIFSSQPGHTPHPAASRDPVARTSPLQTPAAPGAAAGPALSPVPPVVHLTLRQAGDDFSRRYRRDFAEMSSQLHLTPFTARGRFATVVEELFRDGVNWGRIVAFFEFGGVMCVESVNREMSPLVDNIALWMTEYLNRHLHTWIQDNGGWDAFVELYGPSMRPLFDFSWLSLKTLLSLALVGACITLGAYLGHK
Bim-Bcl-B: human Bim-Bcl-B interaction inhibition. bead-based flow cytometry, Bim peptide-Bcl-B binding. AID 951. inhibition, % at 10 µM. Q9HD36. actives 0.073% (n = 190,000);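 also: 0% = tracer peptide without compound and 100% = reference inhibitor peptide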
Target sequence (Q9HD36 whole entry, looked up): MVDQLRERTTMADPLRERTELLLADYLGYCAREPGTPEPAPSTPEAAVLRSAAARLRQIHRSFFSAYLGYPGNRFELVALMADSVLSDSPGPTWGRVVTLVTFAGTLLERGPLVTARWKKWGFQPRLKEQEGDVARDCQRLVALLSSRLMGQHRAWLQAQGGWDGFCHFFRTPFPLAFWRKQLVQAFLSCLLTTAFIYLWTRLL
ABCG2 block: inhibitors of human ABCG2 transporter, ABCB1 counter-screen | Q9UNQ0 | IgMXP3 cells, JC-1 efflux, flow cytometry | inhibition, % at 6.6 µM | actives 0.1% (n = 190,000) | AID 1325;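 active = inhibition above 80%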;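 also: 0% = DMSO and 100% = nicardipine control wells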
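Test system: ABCG2 IgMXP3 and barcoded ABCB1 CCRF-Adr cell mix; Schedule: cells with compound and JC-1, 10 min at 25 °C, rotating, no wash; Technique: flow cytometry of retained JC-1 fluorescence; Measure: % inhibition of efflux relative to nicardipine and DMSO; Controls: nicardipine high and DMSO low controls.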
Bcl-XL Bim block: human Bim-Bcl-XL interaction inhibition. Q07817. Bim peptide-Bcl-XL binding, bead flow cytometry, fluorescence. inhibition, % at 10 µM. actives 0.04% (n = 190,000). AID 1007
RGS7-Gao: modulates binding of RGS7 to human Galphao; actives 0.35% (n = 220,000); P09471; binding response (% of control), % at 10 µM; Multiplexed bead flow cytometry; actives lie on both sides; in the data active = binding response below about 49% or above about 150%; inconclusive = no clear call, values can overlap the other calls; inactive = in between;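 also: fluorescent Galphao held in activated GDP-AlF4 state binding bead-coupled RGS7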
Target sequence (P09471 whole entry, looked up): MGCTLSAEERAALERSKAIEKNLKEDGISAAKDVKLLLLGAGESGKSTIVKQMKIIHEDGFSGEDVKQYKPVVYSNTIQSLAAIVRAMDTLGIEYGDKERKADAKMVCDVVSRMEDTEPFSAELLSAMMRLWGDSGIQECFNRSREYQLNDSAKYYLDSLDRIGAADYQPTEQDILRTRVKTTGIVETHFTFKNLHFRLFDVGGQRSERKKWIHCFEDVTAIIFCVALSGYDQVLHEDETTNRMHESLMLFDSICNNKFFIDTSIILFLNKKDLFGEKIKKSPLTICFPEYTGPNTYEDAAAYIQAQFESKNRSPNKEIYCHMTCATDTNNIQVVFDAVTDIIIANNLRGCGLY
ABCB1 block: inhibitors of human ABCB1 transporter, ABCG2 counter-screen | CCRF-Adr cells, JC-1 efflux, flow cytometry | AID 1326 | P08183 | actives 0.067% (n = 190,000) | inhibition, % at 6.6 µM; in the data active = inhibition above about 40%;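 also: 0% = vehicle and 100% = reference inhibitor; higher value means more JC-1 retained so stronger ABCB1 efflux block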
Bim-Bcl-W: disrupts Bim peptide binding to human Bcl-W | Q92843 | actives 0.02% (n = 190,000) | inhibition, % at 10 µM | bead-based flow cytometry;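 also: 0% = bound tracer without compound and 100% = peptide blocker; higher means less fluorescent Bim peptide bound to Bcl-W beads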
Target sequence (Q92843 whole entry, looked up): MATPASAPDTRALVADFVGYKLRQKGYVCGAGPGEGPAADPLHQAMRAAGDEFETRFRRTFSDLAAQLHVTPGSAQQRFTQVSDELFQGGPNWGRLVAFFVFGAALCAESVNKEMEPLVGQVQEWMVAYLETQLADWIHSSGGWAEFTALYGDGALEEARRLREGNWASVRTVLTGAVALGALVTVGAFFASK
RGS8-Gao reg: regulators of human RGS8-Galphao interaction. P09471. multiplexed bead flow cytometry, RGS8-Galphao binding; actives lie on both sides. response (percent of control binding), % at 10 µM. actives 0.34% (n = 220,000); in the data active = response below about 60% or above about 140%; inactive = in between;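 also: Galphao activated as the GDP aluminium fluoride complex binding bead-coupled RGS8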
RGS4-Gao reg: human RGS4-Galphao interaction regulation. Multiplexed bead flow cytometry, RGS4-Galphao binding; actives lie on both sides. binding response (% of control), % at 10 µM. actives 0.33% (n = 220,000). AID 1415; in the data active = binding response below about 49% or above about 150%; inactive = in between;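 also: fluorescent Galphao activated with aluminum fluoride binding bead-coupled RGS4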
GSH fluor: compound fluoresces at 488/530 nm on GSH beads. fluorescence (KMESF) at 10 µM. actives 0.25% (n = 190,000). GSH beads flow cytometry, compound fluorescence 488/530 nm; stronger effect = higher value. AID 1776; in the data active = fluorescence above about 89;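 also: glutathione beads carrying GST-tagged Bcl family fusion proteins plus one bare bead set; values are compound well signal with DMSO vehicle wells as background; inactives centre near 16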
Bfl-1 Bim block: inhibitors of Bim-Bfl-1 interaction, human; Q16548; Bead-based flow cytometry, Bim-Bfl-1 binding inhibition; actives 0.12% (n = 190,000); inhibition, % at 10 µM;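 also: 0% = wells without compound plus tracer and 100% = blocker peptide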
* hit, by the source's call; ? = inconclusive. Rule as the data show it, unless noted: active = inhibition above about 40%.

Letter code: A = Bim-Bcl-2; B = Bim-Bcl-B; C = ABCG2 block; D = Bcl-XL Bim block; E = RGS7-Gao; F = ABCB1 block; G = Bim-Bcl-W; H = RGS8-Gao reg; I = RGS4-Gao reg; J = GSH fluor; K = Bfl-1 Bim block
molecule: O=C(CSc1nnc(-c2ccc(F)cc2)o1)Nc1ccc(S(=O)(=O)N2CCCC2)cc1
  A: -2 | B: -2 | C: 0 | D: -6 | E: 101 | F: 0.1 | G: -3 | H: 102 | I: 103 | J: 5 | K: -3

molecule: CCOc1cc(/C=C(\C#N)c2nc(-c3cccs3)c(NC(C)=O)s2)ccc1O
  A: 10 | B: -12 | C: -7 | D: -1 | E: 102 | F: -3.7 | G: -1 | H: 100 | I: 94 | J: 5 | K: 9

molecule: Cc1cccc(NC(=S)NCCO)c1C
  A: -2 | B: -5 | C: 1 | D: -8 | E: 101 | F: 0.7 | G: -2 | H: 104 | I: 102 | J: 10 | K: 0

molecule: Cc1sc(-n2c(C)cc(/C=C3\SC(=S)NC3=O)c2C)c(C#N)c1C
  A: 6 | B: -5 | C: -1 | D: -1 | E: 99 | F: -0.5 | G: -2 | H: 102 | I: 100 | J: 10 | K: 3

molecule: Cc1cc(C)cc(-n2c(C)cc(/C=N/NC(=O)c3cccc([N+](=O)[O-])c3C)c2C)c1
  A: 1 | B: 0 | C: 3 | D: 0 | E: 105 | F: 1.0 | G: 1 | H: 108 | I: 114 | J: 11 | K: 1

molecule: CCOC(=O)c1nnn(-c2nc(OC)nc(N3CCCCC3)n2)c1-c1ccccc1
  A: -1 | B: -6 | C: 7 | D: -1 | E: 97 | F: 2.5 | G: -3 | H: 101 | I: 96 | J: 26 | K: -4

molecule: O=C(CNC(=O)c1ccccc1F)NC1CC1
  A: -1 | B: -2 | C: 0 | D: -4 | E: 100 | F: -0.2 | G: -5 | H: 101 | I: 101 | J: 68 | K: -1

molecule: Cc1ccc(-c2csc3ncnc(OCC(=O)NC(=O)NCc4ccco4)c23)cc1
  A: -6 | B: -5 | C: 1 | D: -15 | E: 95 | F: 0.5 | G: 0 | H: 100 | I: 86 | J: 38 | K: -11

molecule: O=C(CSc1ccccn1)Nc1ccc(Cl)c([N+](=O)[O-])c1
  A: 0 | B: -2 | C: 3 | D: 2 | E: ? | F: 0.3 | G: 1 | H: 100 | I: 101 | J: 12 | K: -3

molecule: CCOc1cc2c(cc1OCC)C(c1ccccc1)N(c1ccccc1)C(=O)C2 (stereo not drawn)
  A: -2 | B: -1 | C: 6 | D: -1 | E: 103 | F: 3.4 | G: 0 | H: 107 | I: 101 | J: 4 | K: 0

molecule: O=C(NC1CCCCC1)C1CCN(S(=O)(=O)c2cccc3nsnc23)CC1
  A: -6 | B: -3 | C: 4 | D: -3 | E: 101 | F: 0.5 | G: -2 | H: 100 | I: 99 | J: 17 | K: -1

molecule: CCCCOc1ccc(C(=O)Nc2ccc(S(=O)(=O)Nc3cc(C)on3)cc2)cc1OC
  A: 0 | B: -3 | C: 0 | D: -2 | E: 99 | F: 0.0 | G: -1 | H: 100 | I: 97 | J: 19 | K: -1

molecule: COc1ccc(C2CCCN2C(=S)Nc2ccc(C)cc2Cl)cc1OC (stereo not drawn)
  A: 0 | B: -3 | C: 43 | D: 1 | E: 113 | F: 1.8 | G: 0 | H: 102 | I: 105 | J: 10 | K: -4

molecule: O=[N+]([O-])c1ccc(N2CCCC2)cc1NC1CC1
  A: 4 | B: 4 | C: 58 | D: 6 | E: 107 | F: 2.5 | G: 4 | H: 93 | I: 103 | J: 17 | K: 1

molecule: O=[N+]([O-])c1ccc(Oc2ccc(C(F)(F)F)cn2)cc1
  A: -4 | B: -2 | C: 3 | D: -1 | E: 104 | F: -0.1 | G: 0 | H: 103 | I: 102 | J: 14 | K: -5

Compound profiles, from the list above. Values in the order: Bim-Bcl-2, Bim-Bcl-B, ABCG2 block, Bcl-XL Bim block, RGS7-Gao, ABCB1 block, Bim-Bcl-W, RGS8-Gao reg, RGS4-Gao reg, GSH fluor, Bfl-1 Bim block
Entry for COc1ccc(C2CCCN2C(=S)Nc2ccc(C)cc2Cl)cc1OC (stereo not drawn) → 0, -3, 43, 1, 113, 1.8, 0, 102, 105, 10, -4
Entry for O=[N+]([O-])c1ccc(Oc2ccc(C(F)(F)F)cn2)cc1 → -4, -2, 3, -1, 104, -0.1, 0, 103, 102, 14, -5
Entry for CCOc1cc2c(cc1OCC)C(c1ccccc1)N(c1ccccc1)C(=O)C2 (stereo not drawn) → -2, -1, 6, -1, 103, 3.4, 0, 107, 101, 4, 0
Entry for O=C(NC1CCCCC1)C1CCN(S(=O)(=O)c2cccc3nsnc23)CC1 → -6, -3, 4, -3, 101, 0.5, -2, 100, 99, 17, -1
Entry for O=[N+]([O-])c1ccc(N2CCCC2)cc1NC1CC1 → 4, 4, 58, 6, 107, 2.5, 4, 93, 103, 17, 1

(more compounds)
Letter code: A = Bim-Bcl-2; B = Bim-Bcl-B; C = ABCG2 block; D = Bcl-XL Bim block; E = RGS7-Gao; F = ABCB1 block; G = Bim-Bcl-W; H = RGS8-Gao reg; I = RGS4-Gao reg; J = GSH fluor; K = Bfl-1 Bim block
molecule: Cc1cccc(/C=N/c2sc3c(c2C#N)CCN(Cc2ccccc2)C3)c1O
  A: -8 | B: -14 | C: -3 | D: -8 | E: 111 | F: -0.6 | G: -8 | H: 103 | I: 109 | J: 17 | K: -12

molecule: Cc1cc2cc(CNC(=S)NCc3ccccc3)ccc2n1C
  A: -1 | B: 0 | C: -2 | D: -4 | E: 93 | F: -0.9 | G: -3 | H: 81 | I: 90 | J: 19 | K: -1

molecule: COc1cc(C=O)ccc1OCCCOc1ccccc1[N+](=O)[O-]
  A: -1 | B: -5 | C: 11 | D: -2 | E: 93 | F: 2.1 | G: -2 | H: 88 | I: 98 | J: 17 | K: -3

molecule: CCCCCOc1ccc(C(=O)OCC(=O)Nc2cc(C)c(C)cc2[N+](=O)[O-])cc1
  A: 0 | B: -8 | C: 4 | D: -7 | E: 101 | F: 0.8 | G: -5 | H: 98 | I: 99 | J: 10 | K: 0

molecule: COc1ccc(N2C(=O)CCC(C(=O)NCCN3CCOCC3)C2c2ccc(OC)c(OC)c2)cc1 (stereo not drawn)
  A: -9 | B: -3 | C: 3 | D: -1 | E: 101 | F: 0.3 | G: 2 | H: 100 | I: 98 | J: 12 | K: -8

molecule: CN(c1ccccc1C(=O)NC1CCCCC1)S(=O)(=O)c1ccccc1
  A: 1 | B: 0 | C: 0 | D: -2 | E: 103 | F: 0.1 | G: 1 | H: 100 | I: 103 | J: 12 | K: -5

molecule: Fc1ccc(NC(=S)Nc2ccccc2OC(F)F)cc1Cl
  A: -5 | B: -6 | C: -2 | D: -4 | E: 100 | F: -0.5 | G: -4 | H: 100 | I: 100 | J: 11 | K: -2

molecule: CSCCC(NC(=O)c1cc(C)oc1C)C(=O)O (stereo not drawn)
  A: -7 | B: -5 | C: 1 | D: -7 | E: 91 | F: 0.4 | G: -1 | H: 95 | I: 92 | J: 45 | K: -11

molecule: CCC(C)N1C(=O)CCC1C(=O)NCc1ccc2c(c1)OCO2 (stereo not drawn)
  A: -5 | B: -6 | C: 1 | D: 0 | E: 106 | F: 0.3 | G: 0 | H: 107 | I: 106 | J: 20 | K: -5

molecule: COc1cccc(CNc2ncc(Br)cc2Br)c1O
  A: -9 | B: -6 | C: 9 | D: -3 | E: 97 | F: 0.7 | G: 1 | H: 103 | I: 100 | J: 13 | K: -6

molecule: Cc1nnc2ccc(-c3cccc(NC(=O)Cc4cccs4)c3)nn12
  A: 0 | B: 0 | C: 21 | D: -2 | E: 85 | F: 1.2 | G: -1 | H: 99 | I: 95 | J: 21 | K: -1

molecule: CN(C)c1ccc(/C=N/n2c(COc3ccccc3)n[nH]c2=S)cc1
  A: -3 | B: -26 | C: -2 | D: -3 | E: 101 | F: -0.5 | G: -1 | H: 96 | I: 96 | J: 9 | K: -1

molecule: CCOc1ccc(N2C(=O)Nc3ccccc3C2(O)C(=O)NCc2ccco2)cc1 (stereo not drawn)
  A: 0 | B: -4 | C: 2 | D: -3 | E: 102 | F: 1.1 | G: -5 | H: 99 | I: 96 | J: 16 | K: -2

molecule: O=C1c2ccccc2C(=O)N1CCCP(=O)(O)CCc1ccccc1
  A: 0 | B: 0 | C: 4 | D: 1 | E: 96 | F: 0.1 | G: -1 | H: 98 | I: 97 | J: 42 | K: 0

molecule: Cc1ccc(C)c(N2CCN(C(=O)CN(C)S(=O)(=O)c3ccc4c(c3)CCC(=O)N4)CC2)c1
  A: 1 | B: -4 | C: -1 | D: -3 | E: 103 | F: -1.8 | G: -1 | H: 109 | I: 100 | J: 21 | K: -2

molecule: COc1cc(OC)cc(C(C(=O)NC2CCCCC2)N(C(=O)c2ccno2)c2ccccc2)c1 (stereo not drawn)
  A: 4 | B: -1 | C: 10 | D: -2 | E: 101 | F: 1.0 | G: -2 | H: 102 | I: 104 | J: 16 | K: 0

molecule: O=C(Nc1ccncc1)C1(c2ccccc2)CCCC1
  A: -7 | B: -8 | C: 0 | D: 0 | E: 100 | F: 0.0 | G: 1 | H: 102 | I: 100 | J: 29 | K: -15

molecule: Cc1cc(/C=C2/NC(=O)NC2=O)c(C)n1-c1ccc(N2CCOCC2)cc1
  A: -1 | B: -3 | C: 15 | D: 1 | E: ? | F: 0.2 | G: -2 | H: 102 | I: 103 | J: 12 | K: -2

molecule: Cc1cc(C)c(C)c(S(=O)(=O)N2CCN(Cc3nc4ccccc4[nH]3)CC2)c1C
  A: -6 | B: -3 | C: 1 | D: -2 | E: 97 | F: 1.3 | G: -4 | H: 100 | I: 97 | J: 20 | K: -3

molecule: Cc1cccc(-n2ncc3c(N)ncnc32)c1
  A: -2 | B: 0 | C: 2 | D: 1 | E: 105 | F: -0.3 | G: 9 | H: 104 | I: 104 | J: 9 | K: 2

molecule: CC1(C)CC(=O)C/C(=N/NC(=O)C2CCN(S(=O)(=O)c3cccs3)CC2)C1
  A: 0 | B: -2 | C: 1 | D: -4 | E: 96 | F: 0.1 | G: -5 | H: 98 | I: 99 | J: 10 | K: -2

molecule: O=C(Cc1ccc(-c2ccccc2)cc1)NCc1ccccc1
  A: -3 | B: -5 | C: 2 | D: -7 | E: 97 | F: 0.3 | G: -2 | H: 100 | I: 105 | J: 4 | K: 0

molecule: O=C(Oc1ccc2cc(Br)ccc2c1)c1cccnc1
  A: 2 | B: -2 | C: 12 | D: -7 | E: 115 | F: -0.1 | G: -5 | H: 100 | I: 115 | J: 33 | K: -3

molecule: C/C(=N\NC(=O)C(C)Nc1cccc(Cl)c1)c1ccc([N+](=O)[O-])cc1 (stereo not drawn)
  A: 0 | B: -5 | C: 57 | D: -2 | E: 99 | F: 12 | G: -2 | H: 82 | I: 96 | J: 9 | K: -2

molecule: CCc1ccc2nc(SCC(=O)NCC3CCCO3)c(C#N)cc2c1 (stereo not drawn)
  A: -1 | B: -2 | C: 4 | D: -2 | E: 108 | F: 0.5 | G: -2 | H: 105 | I: 108 | J: 9 | K: -4

From PubChem BioAssay

Compounds were not picked by outcome; any-hit rate near 1.1%.
